Screens: PubChem BioAssay, Fisher Drug Discovery Resource Center
hcGAS lum: inhibitors of human cGAS | Q8N884 | recombinant h-cGAS, ATP depletion, Kinase-Glo luminescence | inhibition, % at 12.5 µM | 290,000 compounds, 0.081% hits | AID 1259398;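 further: 0% = vehicle reaction and 100% = reaction without DNA for no activity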
Target sequence (Q8N884 whole entry, looked up): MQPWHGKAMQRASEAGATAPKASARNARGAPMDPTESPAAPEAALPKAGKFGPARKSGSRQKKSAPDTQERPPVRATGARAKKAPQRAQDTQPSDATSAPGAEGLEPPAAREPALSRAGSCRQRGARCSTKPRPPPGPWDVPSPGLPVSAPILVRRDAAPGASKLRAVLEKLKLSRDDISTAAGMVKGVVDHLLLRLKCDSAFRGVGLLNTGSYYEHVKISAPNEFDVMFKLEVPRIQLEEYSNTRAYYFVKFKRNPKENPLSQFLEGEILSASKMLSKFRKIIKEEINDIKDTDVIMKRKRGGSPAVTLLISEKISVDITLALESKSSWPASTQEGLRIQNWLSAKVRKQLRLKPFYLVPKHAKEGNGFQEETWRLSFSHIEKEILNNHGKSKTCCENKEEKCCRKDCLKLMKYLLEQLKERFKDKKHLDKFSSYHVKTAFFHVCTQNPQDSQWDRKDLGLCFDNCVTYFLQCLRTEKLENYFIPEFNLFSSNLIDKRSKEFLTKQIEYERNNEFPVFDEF
mcGAS lum: blocks mouse cGAS activity. Q8C6L5. recombinant cGAS, Kinase-Glo ATP depletion luminescence. inhibition, % at 12.5 µM. 160,000 compounds, 0.15% hits;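 further: 0% = negative control wells and 100% = reference inhibitor with no enzyme activity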
NPYLR7 agonist: mosquito NPYLR7 agonism; HEK293T NPYLR7/Galpha15, GCaMP6s calcium fluorescence; 270,000 compounds, 0.15% hits; AID 1259423; activation, % at 10 µM; in the data active means activation above about 40%;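 further: 0% = vehicle and 100% = reference agonist at the receptor; some compounds past the cut are filed as inactive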
An asterisk follows results filed as active; . = not tested or not shown; & = joins results of further samples. Unless noted, no stated cut-off is given here; in the data, active means inhibition above about 40%; inactive means the rest.

Each structure is followed by: hcGAS lum, mcGAS lum, NPYLR7 agonist
CCN1C(=O)N(C2Cc3ccccc3C2)C(=O)C12CCN(Cc1cn[nH]c1-c1ccc(OC)cc1)CC2
  -5, -1, 3
Cc1ccc(C=CC2=CC(=C(C#N)C#N)CC(C)(C)C2)o1
  -12, ., -5
COc1ccccc1C1=NN(C(=O)C(C)C)C(c2ccc3nccnc3c2)C1 (stereo unspecified)
  -5, -6, 3
COc1ccc(N2C(=O)CC(NCCc3ccc(S(N)(=O)=O)cc3)C2=O)cc1 (stereo unspecified)
  1, -4, 2
CC(C)c1cc(C(=O)N2CCN(C)CC2)nn1-c1nc2ccccc2s1
  -11, -7, 12
CN(C)c1ccc(NC(=O)C2CCCC2)cc1CN(Cc1ccc(F)cc1)S(=O)(=O)c1cccc(Cl)c1
  -7, -4, 25
Cc1ccc2oc(NC3CCCC3C#N)nc2c1 (stereo unspecified)
  -7, ., 5
O=c1[nH]cnc2ccc([N+](=O)[O-])cc12
  -6, ., 2
CSc1ccc(NC(=O)CC2(C(=O)O)CCCC2)cc1
  -1, -9, 6
c1ccc(-c2noc(N3CCOCC3)c2CNCc2ccc3c(c2)OCO3)cc1
  -9, ., 12

Next part.
Each structure is followed by: hcGAS lum, mcGAS lum, NPYLR7 agonist
CCc1ccc(S(=O)(=O)N2CCC3(CCCN(C)C3=O)C2)cc1 (stereo unspecified)
  -5, ., -7
COc1ccc(C(=O)N2CCC(C(O)c3cccs3)CC2)o1 (stereo unspecified)
  -3, -17, 8
CS(=O)(=O)c1ccc(NS(=O)(=O)c2ccc(Cl)cc2)cc1
  -5, ., 8
O=c1[nH]c2ccccc2c(-c2ccccc2)c1Sc1nc2ccccc2o1
  -3, -4, 6
Cc1ccc(F)c(C(CC(=O)N2CCCC2)c2c[nH]c3ccc([N+](=O)[O-])cc23)c1 (stereo unspecified)
  -3, ., 2
O=C(c1ccccc1OC1CCN(C/C=C/c2ccc(F)cc2)CC1)N1CCCCC1
  -5, -11, 10
CCC(C)N(Cc1cc(NC(=O)C2CCCC2)ccc1N(C)C)C(=O)c1ccco1 (stereo unspecified)
  -6, -11, .
COc1ccc(CCn2c(-c3cccc(C#N)c3)nc3ccc(Br)cc3c2=O)cc1
  -1, -5, 6
O=C(NN=Cc1ccc([N+](=O)[O-])cc1)c1cc(-c2cc(Cl)ccc2Cl)n[nH]1
  -9, -7, 7
CCOc1ccccc1C(=O)N1C[C@@H](N)C[C@H]1C(=O)NC
  -2, ., 0

Later entries:
Each structure is followed by: hcGAS lum, mcGAS lum, NPYLR7 agonist
COc1cccc(N2CCN(C(=O)c3ccc(Cl)cc3)C(C)C2=O)c1 (stereo unspecified)
  -3, -4, -2
CCOc1ccccc1C1C(C(=O)OCCOC)=C(C)NC2=C1C(=O)CC(c1ccc(Cl)cc1)C2 (stereo unspecified)
  -3, -6, -12
Cc1cccc(NC(=O)C2CCN(c3c(F)cc(C#N)cc3F)CC2)n1
  -2, ., 1
Cc1oc(-c2cccc(C(F)(F)F)c2)nc1CC(=O)N1CCCN(Cc2cc(=O)c(OCc3ccc(C(C)(C)C)cc3)co2)CC1
  -2, -4, 3
O=C(c1cc2n(n1)CCN(Cc1cccc(Cl)c1)C2=O)N1CCN(c2ccccc2Cl)CC1
  2, -5, -3
CCCCN(C)c1ncnc(N)c1[N+](=O)[O-]
  -4, -3, 0
COc1cc(Cl)c(C(=O)N2CCOC(c3ccccc3)C2)cc1OC (stereo unspecified)
  6, ., 16
c1cc(-c2cc(C3CCN(Cc4ccc5c(c4)OCCO5)C3)ccn2)ccn1 (stereo unspecified)
  -4, -7, -2
CC(C)CC(C)N(C(=O)CCC1CCCO1)c1ccc2[nH]ccc2c1 (stereo unspecified)
  -7, ., 4
CN1CCc2c(sc3[nH]c(=O)c4c(=S)nc(-c5ccco5)[nH]c4c23)C1
  4, ., -6

Next results.
Each structure is followed by: hcGAS lum, mcGAS lum, NPYLR7 agonist
O=C(CSc1ncnc2c1cnn2-c1ccc(F)cc1)N1CCOCC1
  -5, ., 28
CCCCNC(=O)CN1CN(c2ccccc2)C2(CCN(C(=O)c3cc([N+](=O)[O-])cc([N+](=O)[O-])c3)CC2)C1=O
  -11, -4, 24
CCCOCC1CCN(c2nc(-c3cccnc3)nc3c2cnn3C)C1 (stereo unspecified)
  -2, ., 19
Cn1ccsc1=NC(=S)NC1CC2CCC1C2 (stereo unspecified)
  -8, ., 3
CC(=O)Nc1ccnn1C1CCN(C(=O)CN2CCCC(c3ccccc3)C2)CC1 (stereo unspecified)
  -5, -6, -3
Cc1ccc(F)c(S(=O)(=O)NC(=O)C2(C)CCN2C(=O)CC2CC2)c1 (stereo unspecified)
  -3, ., 2
CC(=O)NC1CCCN(c2ccc3cccc(Br)c3n2)C1 (stereo unspecified)
  -18, -15, 1
Cc1nn(-c2ccccc2)c2nc(Cc3ccccc3)nc(N3CCCN(C(=O)Nc4cccc(Br)c4)CC3)c12
  4, 0, -6
COc1ccccc1-n1c(=O)c2ccc(Cl)cc2n(C(C)C(=O)NCc2ccco2)c1=O (stereo unspecified)
  -9, -5, -2
CCc1cc2c(SCC(=O)c3ccc(Cl)s3)ncnc2s1
  -5, -5, 4

Other results
Each structure is followed by: hcGAS lum, mcGAS lum, NPYLR7 agonist
COCCCN(CC(=O)N(CCc1c[nH]c2ccccc12)Cc1ccc(OC)c(OC)c1)C(=O)C12CC3CC(CC(C3)C1)C2
  2, -3, 1
O=C(COc1ccc(Oc2ccccn2)cc1)NC1CC1
  -7, ., 3
CCS(=O)(=O)CC(=O)N1CCCC(n2nc(C)nc2C)C1 (stereo unspecified)
  -7, ., 4
COc1cc(-c2cccs2)cc2c1OCCN(CC(=O)Nc1cnn(C)c1)C2
  -9, ., 7
Cn1c(=O)n(Cc2ccc(F)cc2Cl)c2cnccc21
  2, ., 0
O=C1CCCCCN1CC(=O)N(Cc1ccsc1)CC1CCCO1 (stereo unspecified)
  -8, -11, -1
O=C(NCCn1nc(-c2cccs2)ccc1=O)c1ccccc1C(F)(F)F
  5, -8, 6
CCC(C(C)=O)c1ccc(Br)cc1C(=O)O (stereo unspecified)
  -18, -10, 0
O=C(c1ccc(Cl)cc1)N(Cc1nccn1Cc1ccc(Cl)c(Cl)c1)CC1CC1
  -10, -10, 21
CC(C)[C@H]1CC[C@H](C)C[C@@H]1OCC(=O)NCCCN1CCCC1=O
  -1, -5, 3

Further records:
SMILES	hcGAS lum	mcGAS lum	NPYLR7 agonist
CC(C)N(C)S(=O)(=O)c1ccc(Cl)c(C(=O)O)c1	-12	-7	6
O=C(CN(c1cccc([N+](=O)[O-])c1)S(=O)(=O)c1ccccc1)NCc1cccnc1	0	0	2
Cc1ccnc(CC(C)N(C)C(=O)c2ccc(N3CCN(C)CC3)cc2)c1 (stereo unspecified)	-11	.	18
Cc1nc(-c2cccc(F)c2)nc(N2CCN(C(=O)NC(C)(C)C)CC2)c1Cc1ccccc1	-4	-6	2
O=C(COc1ccccc1)Nc1c(-c2ccc(Cl)cc2)nc2ccccn12	-3	-6	-5
O=C1C=CC(=NS(=O)(=O)c2ccc3ccccc3c2)C=C1Br	-5	.	-4
COc1ccc(CNC(=O)C(CC(=O)N2CCOCC2)n2ccnc2)cc1 (stereo unspecified)	-11	.	5
O=C(CSc1ccc(S(=O)(=O)N2CCOCC2)cn1)N1CCCC1	-7	.	-7

Entries of single compounds, looked up by structure. Values in the order: hcGAS lum, mcGAS lum, NPYLR7 agonist
Results for O=C(COc1ccccc1)Nc1c(-c2ccc(Cl)cc2)nc2ccccn12 : -3, -6, -5
Results for Cc1nc(-c2cccc(F)c2)nc(N2CCN(C(=O)NC(C)(C)C)CC2)c1Cc1ccccc1 : -4, -6, 2
Results for O=C(CN(c1cccc([N+](=O)[O-])c1)S(=O)(=O)c1ccccc1)NCc1cccnc1 : 0, 0, 2
Results for O=C(CSc1ccc(S(=O)(=O)N2CCOCC2)cn1)N1CCCC1 : -7, ., -7
Results for COc1ccc(CNC(=O)C(CC(=O)N2CCOCC2)n2ccnc2)cc1 (stereo unspecified) : -11, ., 5

Next section:
SMILES	hcGAS lum	mcGAS lum	NPYLR7 agonist
CC1CCCc2c1nc1ccccc1c2C(=O)N1CCC[C@H]1CO (stereo partly specified)	-6	.	1
CC(C)c1ccc(CC(=O)N2CCC2(C)C(=O)NS(=O)(=O)c2cccc(C#N)c2)cc1 (stereo unspecified)	-6	-5	-3
Cc1ccc(NC(=O)c2cc3n(n2)CCN(Cc2cccc(F)c2)C3=O)cc1	-5	-4	-1
CN1CCc2ccccc2Cc2[nH]c3ccccc3c2CC1	-8	-4	3
COCCCN(CC(=O)N1CCc2sccc2C1c1ccccc1)C(=O)c1ccc(Cl)cc1 (stereo unspecified)	-9	-6	-9
CC(C)c1noc(C(C)Sc2ncc(-c3ccc(F)cc3)[nH]2)n1 (stereo unspecified)	-8	.	1
Cc1nc(COc2ccc(C(=O)NCc3ccc(F)cc3)cc2)cs1	-5	.	2
Cc1cc(C(F)(F)F)nn1CC(=O)N1CCCCC1	-3	.	-1

Later entries:
SMILES	hcGAS lum	mcGAS lum	NPYLR7 agonist
Cc1noc(C)c1C(=O)N(C)Cc1ccncc1	-10	.	-1
CCn1c(SCC(C)C#N)nnc1-c1ccco1 (stereo unspecified)	2	.	-2
CCc1cn[nH]c1C1CCN(C(=O)c2cnc3cc(=O)[nH]n3c2C)CC1	-5	.	12
CCc1nc2ccc(C(=O)NC3CCN(C)CC3)cn2c1N(C)Cc1nccn1C	-5	-3	-5
CCOc1ccc(N2CCn3c2nnc(C(=O)NCCCN(CC)CC)c3=O)cc1	-1	-5	6
CCCc1ccc(C(NC(=O)C2(C(=O)NC3CC3)CC2)C(C)C)cc1 (stereo unspecified)	-6	-6	3
CCC(OC)C(=O)Nc1cc(F)ccc1N1CCN(C)CC1 (stereo unspecified)	-3&0	.	1&-5
COCCn1c(=O)c2c(nc3n(-c4ccc(Oc5ccccc5)cc4)c(C)c(C)n23)n(C)c1=O	-5	-9	8

Next section:
SMILES	hcGAS lum	mcGAS lum	NPYLR7 agonist
Cc1[nH]n(-c2ccc(Cl)c(Cl)c2)c(=O)c1C1=C([n+]2ccccc2)C(=O)N(C2CCCCC2)C1=O	-9	-8	-4
COc1cc(-c2nc3cc(C)ccn3c2NCc2ccccc2)ccc1OC(=O)C1CC1	-8	-5	6
O=c1[nH]c2ccc(S(=O)(=O)Nc3ccc4c(c3)OCO4)cc2[nH]c1=O	-3	.	1
O=C1C(=O)N(CN2CCCC2c2nc3ccccc3s2)c2ccccc21 (stereo unspecified)	-10	-5	0
Cc1ccc(C(=O)NCCn2nc(-c3ccc(Cl)cc3)ccc2=O)cc1C	-3	-9	-2
CC(=O)N1CC2(C(C)C)CN(C(C)=O)CC(C(C)C)(C1)C2=O	-12	.	1
CCC(O)Cn1ccnc1-c1ccc(OC(F)F)cc1 (stereo unspecified)	-9	-12	.
CCOC(=O)c1ccc(N=CC(C#N)c2nc(-c3ccccc3)cs2)cc1 (stereo unspecified)	-7	.	5

Continued.
SMILES	hcGAS lum	mcGAS lum	NPYLR7 agonist
Cc1ccc(Cc2nc(N3CCCN(C(=O)Nc4ccc(F)cc4F)CC3)c3c(-c4cccnc4)noc3n2)cc1	4	1	-6
CN(Cc1nccs1)[C@H]1[C@H](O)C[C@@H]2C[C@H](c3ccccc3)OC[C@]21O	1	1	1
CCCCCCn1c(SCC(C)O)nc2c1c(=O)[nH]c(=O)n2C (stereo unspecified)	-3	-5	3
COc1cc(Nc2nc3ccc(Cl)cc3n3cnnc23)cc(OC)c1	-6	-5	14
O=C(C1CC1)N(Cc1nccn1Cc1ccc(Cl)c(Cl)c1)CC1CCCO1 (stereo unspecified)	-9	-7	7
Cn1c(=O)c2c(SCC(=O)N3CCOCC3)nc(-c3ccccc3Cl)nc2n(C)c1=O	-1	-6	-5
COc1ccccc1-n1cc(C(=O)N[C@@H](C)c2ncccc2C)cn1	3	.	-6
CCn1cc(NC(=O)N(C)C)c2ccccc21	-4	-8	0

Some of the entries above in another layout.
CN(Cc1nccs1)[C@H]1[C@H](O)C[C@@H]2C[C@H](c3ccccc3)OC[C@]21O
  hcGAS lum = 1
  mcGAS lum = 1
  NPYLR7 agonist = 1

CCCCCCn1c(SCC(C)O)nc2c1c(=O)[nH]c(=O)n2C (stereo unspecified)
  hcGAS lum = -3
  mcGAS lum = -5
  NPYLR7 agonist = 3

(list continues)
SMILES	hcGAS lum	mcGAS lum	NPYLR7 agonist
O=C(CN1CCCCCC1)Nc1cccc2ncccc12	-5	.	1
CCCN(Cc1ccccc1)C(=O)/C=C/CN(C)C	-4	.	1
CN(C(=O)NC1CCCCC1)C1CCN(c2ccccn2)CC1	-7	.	11
CC(=O)OC1CCN(C(=O)NC(C)(C)C)CC1	-5	-6	.
COCc1cc(N2CCOCC2)nc(SCc2ccc(C(=O)NCc3ccc4c(c3)OCO4)o2)n1	0	-5	14
Cc1cc(C)c(Cn2ccnc2CN(C(=O)c2ccc(F)cc2)C2CC2)c(C)c1	-4	-2	11
COc1ccc(CN(CCc2c[nH]c3ccccc23)C(=O)CN(CC(C)C)C(=O)/C=C/c2ccc([N+](=O)[O-])cc2)cc1	0	-2	16
N#CCCC(C#N)Cn1nc(-c2ccc(Br)cc2)c2ccccc2c1=O (stereo unspecified)	-3	.	0
Cc1c(C(=O)N(C)C)cnn1-c1ccc(F)cc1	-1	-5	-2
COc1ccc(-c2cc(C(=O)NCCc3ccc(Cl)cc3Cl)n(-c3ccc(F)cc3)n2)c(OC)c1	-3	-4	21
